Source: PubChem BioAssay
PMI act = increases human mannose-6-phosphate isomerase activity; activation factor at 20 µM; purified human PMI, coupled resazurin fluorescence, 20 min; stronger effect = higher value; 1 = vehicle control, 0 substrate-free wells; actives 0.005% (n = 190,000);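 active = activation factor of 2 or more at 20 µM, relative to plate controls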
Target sequence (P34949 whole entry, looked up): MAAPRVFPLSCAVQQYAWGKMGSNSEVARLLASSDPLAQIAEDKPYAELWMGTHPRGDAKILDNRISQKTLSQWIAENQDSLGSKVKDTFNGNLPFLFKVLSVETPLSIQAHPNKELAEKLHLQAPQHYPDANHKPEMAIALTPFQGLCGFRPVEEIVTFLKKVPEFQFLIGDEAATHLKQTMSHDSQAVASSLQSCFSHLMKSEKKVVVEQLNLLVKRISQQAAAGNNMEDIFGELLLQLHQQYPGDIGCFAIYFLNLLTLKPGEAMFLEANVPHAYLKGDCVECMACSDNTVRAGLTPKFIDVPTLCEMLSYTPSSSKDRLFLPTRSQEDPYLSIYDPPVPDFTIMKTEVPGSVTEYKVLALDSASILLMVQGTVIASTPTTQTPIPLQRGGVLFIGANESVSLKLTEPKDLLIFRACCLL
TNAP act hi DEA = increases human TNAP activity under high phosphate acceptor concentration | P05186 | purified TNAP, CDP-star luminescence, 1 M DEA, 30 min; stronger effect = higher value; 0 = EDTA background, 1 = DMSO-only activity | activation factor at 20 µM | 200,000 tested, under 10 active | AID 1136;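 active = activation factor at least 2 at 20 µM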
Target sequence (P05186 whole entry, looked up): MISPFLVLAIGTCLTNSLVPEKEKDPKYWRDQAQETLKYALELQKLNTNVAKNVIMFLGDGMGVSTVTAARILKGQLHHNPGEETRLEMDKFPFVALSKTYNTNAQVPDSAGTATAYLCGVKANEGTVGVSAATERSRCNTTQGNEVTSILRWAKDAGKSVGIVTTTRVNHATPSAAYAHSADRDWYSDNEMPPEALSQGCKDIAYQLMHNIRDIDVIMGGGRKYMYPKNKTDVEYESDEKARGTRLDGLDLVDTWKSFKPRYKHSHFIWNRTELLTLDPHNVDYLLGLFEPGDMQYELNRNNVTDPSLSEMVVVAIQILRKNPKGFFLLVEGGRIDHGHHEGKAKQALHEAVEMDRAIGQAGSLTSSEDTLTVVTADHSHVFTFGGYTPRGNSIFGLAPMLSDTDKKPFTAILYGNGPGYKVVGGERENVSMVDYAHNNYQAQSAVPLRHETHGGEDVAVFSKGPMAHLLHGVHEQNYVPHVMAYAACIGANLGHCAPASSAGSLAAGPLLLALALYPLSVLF
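Measured by: Luminescent substrate turnover signal | Test system: Human TNAP | Input: TNAP 1/800 final | Dosing: 20 µM single point | Schedule: 30 min, room temperature | Controls: EDTA wells as negative control, DMSO wells as positive control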
bIAP inhibitor = intestinal alkaline phosphatase (bovine) inhibition. purified bovine IAP, CDP-star luminescence, 30 min. inhibition, % at 20 µM. 190,000 tested, under 10 active;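 active = over 50% inhibition of intestinal alkaline phosphatase at 20 µM in the single-dose screen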
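Assay system: bovine IAP enzyme; medium: DEA buffer 100 mM, pH 9.8, with MgCl2 1.0 mM, ZnCl2 0.02 mM; doses: 20 µM single dose; incubation: enzyme reaction for 30 min at room temperature; detection: CDP-star luminescence signal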
TNAP inh hi DEA = inhibitors of human TNAP at high phosphate acceptor concentration. purified TNAP, CDP-star luminescence, 1 M DEA. AID 1135. actives 0.03% (n = 200,000). inhibition, % at 20 µM. P05186;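 active = over 50% inhibition of tissue-nonspecific alkaline phosphatase at 20 µM in the single-dose screen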;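 also: plate controls were DMSO wells for no effect and EDTA-quenched wells as full inhibition for full effect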
Lmaj promast = Leishmania major promastigote growth inhibition; Leishmania major promastigotes, resazurin fluorescence viability; inhibition, % at 10 µM; actives 9% (n = 200,000); AID 1063; in the data active = inhibition above about 50%;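 also: promastigotes grown with compound for 44 hours at 28 °C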
TNAP inh no acc = TNAP (human) inhibition, acceptor-free conditions; P05186; purified TNAP, CDP-star luminescence, 30 min; inhibition, % at 20 µM; actives 0.26% (n = 200,000);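 active = tissue-nonspecific alkaline phosphatase inhibition above about 50% at 20 µM in the single-dose screen, limit read from the data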;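 also: 0% = DMSO negative control and 100% = EDTA positive control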
Diaph act CS = diaphorase activation or chemical reduction counter-screen | Diaphorase/resazurin coupled assay, resorufin fluorescence, 16 min; stronger effect = higher value; 1 = vehicle wells, 0 = NADH-free wells | actives 0.005% (n = 190,000) | activation factor at 20 µM;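 active = diaphorase activity raised at least twofold by the compound at 20 µM; inactive = activation factor below 2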
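Material: purified diaphorase enzyme from Clostridium kluyveri / Medium: HEPES pH 7.4 buffer with MgCl2 and Tween 20 / Schedule: enzyme reaction of 16 min at room temperature / Measured by: resorufin fluorescence, excitation 544 nm, emission 590 nm / Evaluation: rise in resorufin formation, marking diaphorase activation or chemical reduction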
Diaph inh CS = counter-screen for diaphorase-based assays: diaphorase inhibitors and chemical oxidizers. actives 0.69% (n = 190,000). inhibition, % at 20 µM. AID 1217. diaphorase resazurin-to-resorufin fluorescence, NADH, 16 min; bacterial (C. kluyveri) enzyme, not human;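 active = primary screen inhibition at 20 µM above a set limit, cut at about 50% in these data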;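 also: plate controls were DMSO with full reaction for no effect and wells lacking NADH for full effect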
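controls = No-NADH positive control and DMSO neutral control | system = Clostridium kluyveri diaphorase enzyme | timing = reaction incubation of 16 min at room temperature | signal = resorufin fluorescence 544/590 nm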
PMI act hi M6P = increases human PMI activity with near-saturating mannose 6-phosphate; actives 0.34% (n = 190,000); coupled PMI enzyme assay, resazurin fluorescence, 20 min; stronger effect = higher value; 1 = untreated enzyme, 0 = substrate-free blank; activation factor at 20 µM;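 active = activation factor of 2 or more at 20 µM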
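test system = human PMI in coupled enzyme assay | medium = HEPES-buffered pH 7.4 with magnesium and detergent | also added = 1.0 mM mannose-6-phosphate substrate with 0.22 mM NADP+ | compound = 20 µM single dose | times = 20 min incubation at room temperature | measured by = resorufin fluorescence (Ex 544/Em 590 nm) from resazurin via diaphorase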
bIAP activator = increases bovine intestinal alkaline phosphatase activity. purified bovine IAP, CDP-star luminescence, 30 min; stronger effect = higher value; fold of DMSO-control signal, blank-subtracted. activation factor at 20 µM. actives 0.17% (n = 200,000). AID 1016;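 active = activation factor of 2 or more at 20 µM, a signal rise over negative controls twice the positive control's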
Active calls of the source: *; / = not tested or not shown. Hits appear at their usual frequency, and some 10% of all compounds hit somewhere here.

SMILES	PMI act	TNAP act hi DEA	bIAP inhibitor	TNAP inh hi DEA	Lmaj promast	TNAP inh no acc	Diaph act CS	Diaph inh CS	PMI act hi M6P	bIAP activator
N#CC(c1ccc(O)cc1)N1CCCCC1 (centres undefined)	1	1	16.4	-1.8	-5.3	-6.9	0.9	8.0	1	0.8
Cc1cc(C)c2[nH]c(=O)c(CN(Cc3ccccc3)C(=S)NCCCN(C)C)cc2c1	1	1	-7.9	-4.7	100.5*	-15.9	1.2	-16.3	1	1.1
COc1ccc(CCNC(=O)CN2C(=O)NC(C)(c3ccc([N+](=O)[O-])cc3)C2=O)cc1 (centres undefined)	1.1	1	7.9	-1.5	-10.0	-11.0	1	2.3	1	0.9
CC(C)C[C@@H]1NC(=O)[C@H](Cc2ccc(O)cc2)NC(=O)[C@H](CCC(N)=O)NC(=O)c2cc([N+](=O)[O-])cc(I)c2NCC[C@@H](C(N)=O)NC1=O	1.2	0.9	4.9	5.4	-3.0	2.9	0.9	9.8	1.1	1
Clc1ccc2c(N/N=C/c3ccccc3Br)ccnc2c1	1.1	1	-0.2	-2.7	99.2*	6.7	1.1	-9.5	1.1	1
C=CC(=O)NN(C)c1ncc(C(F)(F)F)cc1Cl	0.9	1	-27.8	-3.5	2.2	-11.2	0.8	21.9	1	1.3
Cc1ccccc1N=C/C=C1/C=C(c2ccccc2)OC(C)(C)O1	1.2	0.9	2.8	11.1	-2.6	6.3	0.8	15.6	0.9	1
CC(C(=O)NCCN1CCOCC1)(c1ccccc1)c1ccccc1	1.1	1	8.5	-1.5	-4.8	-5.0	1.1	-6.5	1.1	0.9
COCC(=O)Nc1nnc(-c2ccc(C(C)(C)C)cc2)s1	0.9	1	-7.3	-3.5	5.5	-6.9	1	0.5	1	1.1
O=C(C1CCN(c2ccc(N3CCOCC3)nn2)CC1)N1CCN(c2ccc(F)cc2)CC1	0.9	1.1	-14.2	-6.2	96.8*	-15.6	0.8	23.7	0.8	1.1
CC(=O)c1c(O)c2ccccc2n(C2CCCCC2)c1=O	1.1	1	-20.6	-3.0	-4.4	-1.1	0.7	27.6	1.1	1.2
COc1nc(NCc2cccnc2)nc(OC)n1	1	1	1.4	-3.7	0.1	-11.4	1	2.7	1	1
CCn1c(SCC(=O)OC(C)C)nnc1-c1ccccc1OC	1	1	10.2	-0.2	-2.1	-9.6	1	-3.1	1	0.9
CCN(CC)CCN(Cc1cc2cc(C)cc(C)c2[nH]c1=O)C(=S)NCc1ccco1	0.9	1	/	-3.2	38.1	-7.6	0.9	7.3	0.9	0.4
CCCC(=O)N(c1ccc2oc(=O)sc2c1)S(=O)(=O)c1cccs1	1	1	27.0	2.2	-3.4	17.8	0.7	25.7	1	0.7

Ordered by value in TNAP act hi DEA (highest first): 3 of the compounds above.
canonical_smiles | TNAP act hi DEA
O=C(C1CCN(c2ccc(N3CCOCC3)nn2)CC1)N1CCN(c2ccc(F)cc2)CC1 | 1.1
COc1ccc(CCNC(=O)CN2C(=O)NC(C)(c3ccc([N+](=O)[O-])cc3)C2=O)cc1 (centres undefined) | 1
CC(C)C[C@@H]1NC(=O)[C@H](Cc2ccc(O)cc2)NC(=O)[C@H](CCC(N)=O)NC(=O)c2cc([N+](=O)[O-])cc(I)c2NCC[C@@H](C(N)=O)NC1=O | 0.9

Remaining list, next part
SMILES	PMI act	TNAP act hi DEA	bIAP inhibitor	TNAP inh hi DEA	Lmaj promast	TNAP inh no acc	Diaph act CS	Diaph inh CS	PMI act hi M6P	bIAP activator
Cc1nnc2n(C3CCCCC3)c(=O)c3c4c(sc3n12)CCC4	1	1	4.8	-3.8	2.6	-10.4	0.8	16.3	1	1
c1ccc2oc(-c3[nH]ncc3CN3CCSCC3)cc2c1	1	1.1	-7.7	-8.3	25.2	-7.9	0.9	10.1	1.1	1.1
O=C1C2C3C=CC([C@@H]2C(=O)N1Cc1cccnc1)C31CC1 (some centres undefined)	1	1	-5.5	0.7	-4.7	-4.0	1	3.0	1	1.1
COC(=O)C1=[N+]([O-])OC(C(=O)OC)C1c1c[nH]c2ccccc12 (centres undefined)	1	1	10.7	-3.6	0.0	2.9	0.8	17.6	0.8	0.9
CC1CCCCC1NC(=O)CSc1nnc(-c2ccccc2)n1N (centres undefined)	0.9	1.1	-7.0	-6.5	-3.5	-11.2	0.8	19.3	0.8	1.1
Cc1ccc(SC(=O)COc2ccccc2C)cc1	1	1	13.9	2.1	-10.8	-18.3	0.8	16.6	1	0.9
O=C(NC(=S)Nc1ccc(Cl)cn1)C12CC3CC(CC(C3)C1)C2	1.1	1	11.7	4.9	0.8	16.3	1	-1.4	1	0.9
NC(CC(=O)O)c1ccc(F)cc1 (centres undefined)	0.9	1	13.1	0.5	-2.2	-6.1	0.9	14.0	0.9	0.9
O=C(Nc1ccccc1Cl)c1ccccc1	1.1	1	4.7	-4.1	-4.8	0.5	1	2.9	1.1	1
Cn1nnc(NC(=O)CSc2ncn[nH]2)n1	1	1	-6.3	0.5	-2.8	2.0	0.9	10.0	0.9	1.1
Cc1ccc2[nH]c(=O)c(CN(Cc3ccccc3)Cc3nnnn3C3CCCC3)cc2c1	0.8	1	-1.1	-4.3	53.4*	-3.5	0.7	26.5	0.9	1
CN1CCN(c2ccccc2NC(=O)c2ccc(N3CCCC3)c([N+](=O)[O-])c2)CC1	0.9	1	-6.2	4.7	65.3*	-0.9	1	-2.0	0.9	1.1
CCCC(C(=O)NC1CCCC1)N(C(=O)Cn1nnc(-c2ccc(C)o2)n1)c1ccccc1OC (centres undefined)	1	1.1	-3.6	-8.5	77.2*	-15.1	0.8	18.7	1	1
O=C(Cn1cnc2ccccc2c1=O)NCc1ccc2c(c1)OCO2	1	1	11.1	-2.4	7.3	-4.9	0.9	6.2	1	0.9
COc1ccc(OC)c(C2CC(=O)C3=C(C2)NC(=O)CC3c2ccc(O)c(OC)c2)c1 (centres undefined)	1	1	-3.5	-3.9	-3.6	-5.9	0.8	17.2	0.9	1
O=C(CCNC(=O)Cn1cnc2ccccc2c1=O)NCC1CCCO1 (centres undefined)	0.9	1	3.0	-2.5	0.1	-8.8	0.9	9.2	0.9	1
Cc1cc(NC(=O)/C=C/c2cccc(Cl)c2)n(-c2nc3ccccc3[nH]2)n1	1.1	1	-0.2	-2.7	2.8	-7.1	1	-0.5	1.1	1
CC(=O)N1CCC2(CC1)C/C(=N\NC(=S)Nc1ccccc1C)c1cc(O)ccc1O2	0.9	1	-4.7	2.9	2.8	-10.2	0.5	46.2	0.9	1
COc1ccc(C(C)NC(=O)c2cccc([N+](=O)[O-])c2)cc1OC (centres undefined)	1	1	8.3	-3.3	9.6	-25.2	1	3.9	1.1	0.9
Cc1cn2c(nc1=O)OC1C(O)C(COC(=O)c3ccccc3)OC12 (centres undefined)	0.8	1.1	12.1	-10.1	-3.2	-11.2	1	4.4	1	0.9
CN(C)Cc1nc2c(c(=O)[nH]1)C1(CCCCC1)Cc1ccccc1-2	1	1	-10.4	0.5	10.4	-6.5	1	4.6	1.1	1.1
COc1nccnc1NS(=O)(=O)c1ccc(N=Cc2c(C)[nH]n(-c3ccc(Cl)cc3)c2=O)cc1	1	1	-8.0	-1.6	-4.3	-12.1	0.8	17.4	1	1.1
COc1cccc(CNC(=O)Cn2nc(-c3ccc(Cl)cc3)ccc2=O)c1	1	1	4.0	-3.2	-5.5	-8.0	0.9	14.2	1	1
COCCn1c(SCC(=O)NCc2cccs2)nnc1-c1ccc(OC)cc1	0.9	1.1	1.9	-5.3	-2.2	-8.5	0.8	16.5	1	1
Cc1ccc(S(=O)(=O)NC2CCC(C(=O)O)CC2)cc1 (centres undefined)	1.1	1	5.1	-4.8	-5.7	-10.1	1	0.7	1.1	0.9
Cc1nnc(SCC(=O)N2c3ccccc3Sc3ccccc32)n1N	0.9	1	7.4	-0.7	-5.4	-7.4	0.8	16.7	0.9	0.9
COC(=O)CSc1nnc(-c2ccccc2OC)n1-c1ccc(C)cc1	1	1	1.9	1.8	-0.7	-0.4	0.9	8.4	0.9	1
CCC(C)C(NC(N)=O)C(=O)Nc1ccc(C(=O)OC)cc1 (centres undefined)	1	1	-7.2	-2.6	-1.6	-4.7	1.1	-10.3	1.1	1.1
COC(=O)C1C(O)=C(C=NCc2ccccc2)C(=O)CC1(C)C (centres undefined)	1	1	4.2	-4.1	-6.0	2.2	1	0.3	1	1
CN1Cc2sc(N)c(C#N)c2CC1(C)C	1.1	0.9	16.2	5.2	1.1	-7.1	0.8	18.5	1	0.8
COc1ccc(/C=C(\NC(=O)c2ccc(C)cc2)C(=O)Nc2c(C)n(C)n(-c3ccccc3)c2=O)cc1	0.9	1.1	-7.8	-7.7	-4.8	-7.6	0.9	14.9	0.9	1.1
Brc1ccc(-c2csc(-c3c[nH]c4ccccc34)n2)cc1	0.9	1	24.6	-0.7	-6.6	-4.0	1	3.8	0.9	0.8
O=C(COC(=O)/C=C/c1ccc(OC(F)F)cc1)NCc1cccs1	0.9	0.9	30.2	5.4	-0.2	10.9	1	2.5	1	0.7

Of the compounds above, these have two or more sulfur atoms.
SMILES	PMI act	TNAP act hi DEA	bIAP inhibitor	TNAP inh hi DEA	Lmaj promast	TNAP inh no acc	Diaph act CS	Diaph inh CS	PMI act hi M6P	bIAP activator
CCCC(=O)N(c1ccc2oc(=O)sc2c1)S(=O)(=O)c1cccs1	1	1	27.0	2.2	-3.4	17.8	0.7	25.7	1	0.7
COCCn1c(SCC(=O)NCc2cccs2)nnc1-c1ccc(OC)cc1	0.9	1.1	1.9	-5.3	-2.2	-8.5	0.8	16.5	1	1
Cc1nnc(SCC(=O)N2c3ccccc3Sc3ccccc32)n1N	0.9	1	7.4	-0.7	-5.4	-7.4	0.8	16.7	0.9	0.9
